SW480 rerep: A quantitative high throughput screen for small molecules that induce DNA re-replication in SW480 colon adenocarcinoma cells | 340,000 compounds, 1.8% hits | Potency, µM (highest dose often 46.1 µM), inactives show at the highest dose re-replication activation, hits mostly activators | AID 624297, 2012 | SW480 DNA re-replication, Hoechst DNA content imaging, 48 h; also: potency is read from the fitted curve at half-maximal effect; % of control where 0% means no effect; nearly all actives have a fitted effect of over 55% in size
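Image-based DNA-content assay: after two days of treatment, nuclei were labelled with the DNA dye Hoechst and imaged, and hits were compounds raising the count of nuclei showing high fluorescence intensity.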
KB-3-1 cytotox: qHTS assay for MDR1-selective chemotherapeutics: Primary screen using the parental adenocarcinoma cell KB-3-1; AID 1347075, 2019; Potency, µM (doses to about 46.1 µM), inactives show top-dose activity change, negative = cytotoxic, usual class: cytotoxic; KB-3-1 viability, CellTiter-Glo ATP luminescence, 72 h; 400,000 compounds, 1.4% hits; also: potency is read from the fitted curve at half-maximal effect; % is scaled to controls: 0 for no effect and ±100 for the full control effect; nearly all actives have a fitted effect of over 60% in size
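Cytotoxicity in the drug-sensitive parental line KB-3-1 was scored as loss of CellTiter-Glo luminescence following 72 h incubation with compound. Values come from curve fitting of normalized concentration-response data.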
MCF10A rerep: A quantitative high throughput screen for small molecules that induce DNA re-replication in MCF 10a normal breast cells. MCF 10A DNA re-replication, Hoechst nuclear intensity, 48 h. Potency, µM (series often up to 46.1 µM), inactives show top-dose activity, positive = re-replication, hits mostly activators. 350,000 compounds, 2.9% hits; also: potency is read from the fitted curve at half-maximal effect; % of control where 0% means no effect; nearly all actives have a fitted effect of over 50% in size
IL1B secr inh: qHTS for Inhibitors of Inflammasome Signaling: IL-1-beta AlphaLISA Primary Screen; THP-1 LPS/ATP IL-1B secretion, AlphaLISA, 16 h; active compounds read low; activity change, % at 57.5 µM; 360,000 compounds, 4.7% hits; in the data active = activity change below about -50%; inconclusive = mostly about -30% to -49%; also: % is scaled to controls: 0 for no effect and ±100 for the full control effect
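Secreted IL-1B measured by AlphaLISA bead assay after 16 h compound exposure of THP-1 cells; compounds (final up to 57.5 uM) added 1 h before LPS (250 ng/mL) and ATP (1.25 mM) stimulation; lower signal means less secretion.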
HT1080-NT tox: qHTS for induction of synthetic lethality in tumor cells producing 2HG: qHTS for the HT-1080-NT fibrosarcoma cell line; HT-1080-NT fibrosarcoma viability, CellTiter-Glo ATP luminescence, 48 h; Potency, µM (top dose mostly 46.1 µM), for the others: at the highest dose activity, negative = less viability, usual class: cytotoxic; 360,000 compounds, 1.6% hits;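 also: NT is the 2HG producing partner of a matched IDH1 knockdown line; potency is read from the fitted curve at half-maximal effect; 0% = DMSO-treated cells and -100% = media-only wells without cells; nearly all actives have a fitted effect of over 55% in size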
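750 cells/well, RPMI + 5% FBS; 2 h settle, compound pin-transfer, 48 h at 37 degrees C. CellTiter-Glo 10 min RT, luminescence. Normalized to DMSO and media-only wells.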
GLP1R cytotox: qHTS of GLP-1 Receptor Inverse Agonists: Cytotox Screen; HEK293 cAMP-luciferase reporter cells, luminescence, 24 h; Potency, µM (doses to about 38.3 µM), for the others: top-dose activity change, negative = inhibition, usual class: inhibitors; 410,000 compounds, 0.13% hits;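 also: loss of luciferase light is scored as toxicity; potency is read from the fitted curve at half-maximal effect; % is scaled to controls: 0 for no effect and ±100 for the full control effect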
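Compound-treated cells are incubated 24 hr at 37 deg C under 5% CO2 after a 12 hour attachment period, then luciferase detection reagent is added and luminescence is measured following 12 min at room temperature; lowered signal indicates toxicity.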
KB-V1 MDR tox: qHTS assay for MDR1-selective chemotherapeutics: Primary screen using the drug-selected MDR subline cells KB-V1; KB-V1 MDR cells viability, CellTiter-Glo, 72 h; Potency, µM (doses to about 46.1 µM), for inactives: at the top dose activity change, negative = cytotoxicity, most hits filed as cytotoxic; 400,000 compounds, 3.4% hits; AID 1347076, 2019; also: potency is read from the fitted curve at half-maximal effect; % is scaled to controls: 0 for no effect and ±100 for the full control effect; nearly all actives have a fitted effect of over 60% in size
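qHTS viability screen in drug-selected KB-V1 MDR cells: 72 h compound treatment at 37 degrees C, ATP luminescence end point.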
DRD3 agonist: qHTS of D3 Dopamine Receptor Agonist: qHTS; D(3) dopamine receptor (Homo sapiens), P35462; D3R DiscoveRx beta-arrestin cells, luminescence, 90 min; max activation, %; 410,000 compounds, 0.58% hits; AID 652048, 2013; in the data active = max activation above about 30%; also: 0% is about no effect; mostly tested at two doses, the higher about 12 µM
Target sequence (P35462 whole entry, looked up): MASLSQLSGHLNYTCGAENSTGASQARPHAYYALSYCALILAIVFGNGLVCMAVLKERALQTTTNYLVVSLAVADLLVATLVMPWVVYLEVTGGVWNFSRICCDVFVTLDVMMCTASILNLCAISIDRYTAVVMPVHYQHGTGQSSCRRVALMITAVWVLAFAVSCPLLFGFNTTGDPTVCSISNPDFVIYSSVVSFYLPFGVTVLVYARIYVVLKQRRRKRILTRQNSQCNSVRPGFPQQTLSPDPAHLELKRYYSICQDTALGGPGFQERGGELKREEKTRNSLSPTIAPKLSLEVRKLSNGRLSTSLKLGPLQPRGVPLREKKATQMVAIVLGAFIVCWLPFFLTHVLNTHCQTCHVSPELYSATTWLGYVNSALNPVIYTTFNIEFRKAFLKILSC
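Agonist-mode cell screen: cells plated at 1500/well and incubated overnight at 37 °C, then exposed to library compounds for 90 min at 37 °C. Detection reagent was added for 30–60 min at room temperature, and luminescence was read.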
HT1080 IDH1KD tx: qHTS for induction of synthetic lethality in tumor cells producing 2HG: qHTS for the HT-1080-IDH1KD cell line | HT-1080 IDH1 knockdown viability, ATP luminescence, 48 h | Potency, µM (series often up to 46.1 µM), inactives show at the highest dose activity, negative = toxicity, actives largely listed as cytotoxic | 360,000 compounds, 2% hits;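 also: potency is read from the fitted curve at half-maximal effect; 0% = DMSO wells and -100% = cell-free medium wells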
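Luminescent ATP read-out (CellTiter-Glo, 10 min at room temperature) after 48 h compound exposure at 37 °C gave viability of IDH1-knockdown HT-1080 cells. Activity was normalised to DMSO and cell-free wells, then fitted as concentration-response curves.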
Active calls of the source: *; [ ] = remark or other dose. Unless noted, calls follow the shape of the dose curve; as a rule, active = well fitted curve in the direction sought with a large enough effect; inconclusive = small, poorly fitted or top-dose-only effect, or another doubt; inactive = no such curve, though single readings can be large; an effect the other way counts as inactive or inconclusive.

Cc1ccc(S(=O)(=O)N/N=C/c2c[nH]c3ccccc23)cc1 was read as SW480 rerep -4%, KB-3-1 cytotox -5%, MCF10A rerep 5%, IL1B secr inh 41, HT1080-NT tox -10%, GLP1R cytotox 2%, KB-V1 MDR tox 26%, DRD3 agonist 12 and HT1080 IDH1KD tx -12%.
Cc1cccn2c(CNCCc3ccco3)c(C(=O)N3CCOCC3)nc12 was read as SW480 rerep -5%, MCF10A rerep inconclusive, IL1B secr inh -4, HT1080-NT tox -1%, GLP1R cytotox -2%, DRD3 agonist -19 and HT1080 IDH1KD tx -7%.
Screening CCOc1[nH]n(-c2ccccc2)c(=O)c1C=Nc1ccc(C)cc1 returned SW480 rerep 1%, KB-3-1 cytotox 20%, MCF10A rerep -6%, IL1B secr inh -25, HT1080-NT tox 8%, GLP1R cytotox 5%, KB-V1 MDR tox 20%, DRD3 agonist -4 and HT1080 IDH1KD tx 4%.
`Cc1ccc(CNC(=O)Cn2c3ncccc3c(=O)n2-c2ccccc2)cc1` gave KB-3-1 cytotox 2%, GLP1R cytotox -13%, KB-V1 MDR tox -14% and DRD3 agonist 4.
COc1ccc(NC(=O)/C(C#N)=C\c2ccc(-c3cccc(C(=O)O)c3C)o2)cc1 was read as SW480 rerep 0%, KB-3-1 cytotox 1%, MCF10A rerep 7%, IL1B secr inh -18, HT1080-NT tox -19%, GLP1R cytotox inconclusive, KB-V1 MDR tox 0%, DRD3 agonist -17 and HT1080 IDH1KD tx -20%.
For CN(C(=O)CSc1nc2ccc(NC(=O)c3cccc(F)c3)cc2s1)c1ccccc1 the results were KB-3-1 cytotox inconclusive, GLP1R cytotox inconclusive, KB-V1 MDR tox 9.2µM* and DRD3 agonist 3.
Screening CCN1CCN(c2cc(C)c3cc(NC(=O)c4ccncc4)ccc3n2)CC1 returned SW480 rerep -4%, KB-3-1 cytotox -14%, MCF10A rerep -7%, IL1B secr inh 3, HT1080-NT tox -5%, GLP1R cytotox 7%, KB-V1 MDR tox 5%, DRD3 agonist -6 and HT1080 IDH1KD tx -6%.
Screening Cc1ccc(N(CCC#N)C(=O)COC(=O)c2nc3nc(C)cc(C)n3n2)cc1 returned SW480 rerep -6%, KB-3-1 cytotox 2%, MCF10A rerep -5%, IL1B secr inh 7, HT1080-NT tox 6%, GLP1R cytotox 2%, KB-V1 MDR tox 12%, DRD3 agonist 7 and HT1080 IDH1KD tx 3%.
`O=C(N=Nc1c(O)n(Cc2ccccc2)c2ccccc12)c1ccc(O)cc1` gave SW480 rerep -10%, KB-3-1 cytotox inconclusive, MCF10A rerep 6%, IL1B secr inh inconclusive, HT1080-NT tox 4%, GLP1R cytotox -25%, KB-V1 MDR tox 15µM*, DRD3 agonist -5 and HT1080 IDH1KD tx 21%.
CCOC(=O)N1CCC(NC(=O)Cn2cccc2C(=O)c2ccccc2)CC1 was read as SW480 rerep inconclusive, KB-3-1 cytotox 5%, MCF10A rerep -3%, IL1B secr inh 16, HT1080-NT tox 0%, GLP1R cytotox 16%, KB-V1 MDR tox 6%, DRD3 agonist -6 and HT1080 IDH1KD tx 1%.
For COc1ccc(C2/C=C\CN(C(=O)C3CCCCC3)CC(=O)N2Cc2ccc(F)cc2)cc1 (stereo not given) the results were SW480 rerep 0%, KB-3-1 cytotox 1%, MCF10A rerep -4%, IL1B secr inh -13, HT1080-NT tox -3%, GLP1R cytotox -1%, KB-V1 MDR tox 4%, DRD3 agonist -5 and HT1080 IDH1KD tx -2%.
COc1c(Cl)cc(Cl)cc1C(=O)Nc1cccc(-c2nc3ccccc3o2)c1C was read as KB-3-1 cytotox 10%, GLP1R cytotox 2%, KB-V1 MDR tox -4% and DRD3 agonist -4.
Screening O=C(Nc1ccccc1C(=O)N1CCCCC1)C1CCCCC1 returned SW480 rerep -16%, KB-3-1 cytotox 25%, MCF10A rerep 1%, IL1B secr inh 1, HT1080-NT tox 7%, GLP1R cytotox 0%, KB-V1 MDR tox 2%, DRD3 agonist 2 and HT1080 IDH1KD tx -25%.
Screening CCOc1ccc(C(C)=O)cc1COC(=O)c1cc([N+](=O)[O-])ccc1N1CCOCC1 returned SW480 rerep -2%, KB-3-1 cytotox -19%, MCF10A rerep 10%, IL1B secr inh 14, HT1080-NT tox -2%, GLP1R cytotox -9%, KB-V1 MDR tox -24%, DRD3 agonist -1 and HT1080 IDH1KD tx -18%.
`CCC(=O)Nc1sc2c(c1C(=O)Nc1cccc(C)c1)CCCC2` gave KB-3-1 cytotox 8%, GLP1R cytotox -1%, KB-V1 MDR tox inconclusive and DRD3 agonist 7.
Screening O=C(CNC(=S)NC(=O)c1ccco1)c1ccccc1 returned SW480 rerep -4%, KB-3-1 cytotox -2%, MCF10A rerep -1%, IL1B secr inh -7, HT1080-NT tox 14%, GLP1R cytotox -13%, KB-V1 MDR tox 1%, DRD3 agonist 2 and HT1080 IDH1KD tx 13%.
Screening CN1CCCC(OC(=O)c2ccc(C(C)(C)C)cc2)C1 (stereo not given) returned SW480 rerep 1%, KB-3-1 cytotox -5%, MCF10A rerep inconclusive, IL1B secr inh 15, HT1080-NT tox -1%, GLP1R cytotox 9%, KB-V1 MDR tox -3%, DRD3 agonist -2 and HT1080 IDH1KD tx 2%.
`COc1ccccc1/C=N/NC1=NCCCCC1` gave SW480 rerep -2%, KB-3-1 cytotox 9%, MCF10A rerep 18%, IL1B secr inh 10, HT1080-NT tox 1%, GLP1R cytotox -1%, KB-V1 MDR tox 22%, DRD3 agonist 1 and HT1080 IDH1KD tx 2%.
COc1ccc(OCC(=O)NNC(=O)C(=O)N2CCCC2)cc1 was read as SW480 rerep -1%, KB-3-1 cytotox 5%, MCF10A rerep -6%, IL1B secr inh 6, HT1080-NT tox 1%, GLP1R cytotox -4%, KB-V1 MDR tox 9%, DRD3 agonist -5 and HT1080 IDH1KD tx -6%.
For CNC(=O)C(=O)NCC(c1cccs1)S(=O)(=O)c1ccc(C)cc1 (stereo not given) the results were SW480 rerep -5%, KB-3-1 cytotox 10%, MCF10A rerep 4%, IL1B secr inh 9, HT1080-NT tox -3%, GLP1R cytotox 8%, KB-V1 MDR tox 18%, DRD3 agonist 0 and HT1080 IDH1KD tx 5%.
COCCNc1nc2c(c(=O)n(C)c(=O)n2C)n1Cc1cccc(C)c1 was read as SW480 rerep 1%, KB-3-1 cytotox inconclusive, MCF10A rerep 7%, IL1B secr inh 22, HT1080-NT tox -9%, GLP1R cytotox -14%, KB-V1 MDR tox 0%, DRD3 agonist 6 and HT1080 IDH1KD tx -19%.
COc1ccc2[nH]c(=O)c(CN(C(=O)c3cccnc3)c3ccc(C)cc3C)cc2c1 was read as SW480 rerep -8%, KB-3-1 cytotox -13%, MCF10A rerep 1%, IL1B secr inh -11, HT1080-NT tox -23%, GLP1R cytotox 6%, KB-V1 MDR tox 1%, DRD3 agonist 5 and HT1080 IDH1KD tx -2%.
Screening CC(C)OC(=O)CSc1nnc(-c2ccccn2)n1-c1ccccc1 returned SW480 rerep -7%, KB-3-1 cytotox -11%, MCF10A rerep 2%, IL1B secr inh -5, HT1080-NT tox 11%, GLP1R cytotox -3%, KB-V1 MDR tox 11%, DRD3 agonist 8 and HT1080 IDH1KD tx 0%.
O=c1c2ccccc2nnn1CSc1nnnn1-c1ccccc1 was read as SW480 rerep 3%, KB-3-1 cytotox 4%, MCF10A rerep -65%[0.0737 µM], IL1B secr inh -1, HT1080-NT tox -3%, GLP1R cytotox -5%, KB-V1 MDR tox -15%, DRD3 agonist 0 and HT1080 IDH1KD tx -15%.
For CCOc1ccc(S(=O)(=O)N2CCCC(C(=O)NCc3ccccn3)C2)cc1C (stereo not given) the results were SW480 rerep 7%, KB-3-1 cytotox -20%, MCF10A rerep 8%, IL1B secr inh -8, HT1080-NT tox -1%, GLP1R cytotox 11%, KB-V1 MDR tox inconclusive, DRD3 agonist -11 and HT1080 IDH1KD tx -1%.

Four records drawn at random from those above, as already listed:
COCCNc1nc2c(c(=O)n(C)c(=O)n2C)n1Cc1cccc(C)c1 was read as SW480 rerep 1%, KB-3-1 cytotox inconclusive, MCF10A rerep 7%, IL1B secr inh 22, HT1080-NT tox -9%, GLP1R cytotox -14%, KB-V1 MDR tox 0%, DRD3 agonist 6 and HT1080 IDH1KD tx -19%.
For CCOc1ccc(S(=O)(=O)N2CCCC(C(=O)NCc3ccccn3)C2)cc1C (stereo not given) the results were SW480 rerep 7%, KB-3-1 cytotox -20%, MCF10A rerep 8%, IL1B secr inh -8, HT1080-NT tox -1%, GLP1R cytotox 11%, KB-V1 MDR tox inconclusive, DRD3 agonist -11 and HT1080 IDH1KD tx -1%.
O=c1c2ccccc2nnn1CSc1nnnn1-c1ccccc1 was read as SW480 rerep 3%, KB-3-1 cytotox 4%, MCF10A rerep -65%[0.0737 µM], IL1B secr inh -1, HT1080-NT tox -3%, GLP1R cytotox -5%, KB-V1 MDR tox -15%, DRD3 agonist 0 and HT1080 IDH1KD tx -15%.
COc1ccc2[nH]c(=O)c(CN(C(=O)c3cccnc3)c3ccc(C)cc3C)cc2c1 was read as SW480 rerep -8%, KB-3-1 cytotox -13%, MCF10A rerep 1%, IL1B secr inh -11, HT1080-NT tox -23%, GLP1R cytotox 6%, KB-V1 MDR tox 1%, DRD3 agonist 5 and HT1080 IDH1KD tx -2%.

Screening results deposited in PubChem by National Center for Advancing Translational Sciences (NCATS).
